High-throughput results: PubChem, National Center for Advancing Translational Sciences (NCATS)
GRP78 ERSR act: induces the endoplasmic reticulum stress response in human glioma cells; U87-MG GRP78 promoter luciferase reporter, 16 h; Potency, µM, inactives show top-dose activation, usual class: activators; 0.02% of 420,000 active; AID 602332; further: potency means the concentration at half of the fitted maximal effect; series mostly up to about 76 µM; % of control where 0% means no effect; nearly all actives have a fitted effect of over 35% in size
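Stably transfected U87-MG glioma cells carrying a GRP78-based luciferase sensor; 16 h compound incubation. Luminescence end-point read 10 min after Bright-Glo addition at room temperature.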
RXFP1 agonist: agonists of human relaxin receptor RXFP1. HEK293T-RXFP1 cAMP TR-FRET, 30 min; response scale: percent of porcine relaxin response, buffer zero. Potency, µM (series often up to 57.5 µM), without a hit: top-dose activation, hits mostly activators. Q9HBX9. 0.3% of 370,000 active; further: potency means the concentration at half of the fitted maximal effect; on the % scale 0 is the no-effect control and ±100 the full control effect; nearly all actives have a fitted effect of over 60% in size; many of its hits are not listed in these tables
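HEK293 cells stably expressing RXFP1, treated 30 min at 37C with compounds plus PDE4 inhibitor Ro 20174; cAMP measured by HTRF TR-FRET. Normalized to buffer and 29 nM porcine relaxin; EC50 by Hill fit.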
LDHA block: inhibitors of human lactate dehydrogenase A; P00338; purified LDHA, NADH/diaphorase-resazurin fluorescence; active compounds read low; activity change, % (values are at about 110 or 230 µM); 0.15% of 480,000 active; in the data active means activity change below about -30%; inconclusive means mostly about -25% to -30%;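 further: plate controls were DMSO wells for no effect and wells without enzyme for full effect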
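Remaining NADH was detected by diaphorase (0.133 mg/mL) converting 37 µM resazurin to fluorescent resorufin, read at 0 and 20 minutes. The preceding 5-minute room-temperature reaction used 2 nM LDHA, 0.2 mM sodium pyruvate and 0.06 mM NADH at pH 7.4.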
PI4K2A inh: PI4K2A (human) kinase inhibition; activity change, negative = inhibition, % at 76.9 µM; 0.13% of 420,000 active; Q9BTU6; purified PI4K2A, ADP-Glo luminescence, 1 h; active compounds read low; in the data active means activity change below about -50%; inconclusive means mostly about -30% to -49%;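 further: -100% = wells without enzyme as full effect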
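ADP-Glo luminescence measured ADP generated by PI4K2A enzyme (4 ug/mL before mixing) with 1.2 mM PI substrate (pre-mix) and 300 microM ATP (pre-mix). Tris pH7.5 buffer with MgCl2, Triton X-100; 1 h reaction at ambient temperature.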
Vif-A3G inh: Vif-A3G binding inhibition | HeLa A3G-eYFP + Vif (tagged APOBEC3G with the HIV-1 protein that degrades it), YFP fluorescence, overnight | Potency, µM (doses to about 46.1 µM), for the others: at the highest dose activity, negative = active, actives largely listed as inhibitors | 0.076% of 410,000 active | AID 602310;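 further: potency means the concentration at half of the fitted maximal effect; on the % scale 0 is the no-effect control and ±100 the full control effect; nearly all actives have a fitted effect of over 60% in size; hits raise eYFP signal because A3G escapes Vif-driven loss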
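Read-out is eYFP fluorescence (Ex 488/Em 500-530) from Vif-expressing HeLa A3G-eYFP cells; more signal means A3G escaped Vif-mediated degradation. Cells plated overnight, compound pinned in, incubated overnight at 37 deg C.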
Vif-APOBEC3F blk: inhibitors of Vif-A3F interaction. 0.2% of 390,000 active. HeLa A3F-eYFP + Vif (tagged APOBEC3F with the HIV-1 protein that degrades it), YFP fluorescence increase. Potency, µM (doses to about 46.1 µM), inactives show at the top dose activity, negative = active; further: potency means the concentration at half of the fitted maximal effect; % of control where 0% means no effect; nearly all actives have a fitted effect of over 65% in size
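Fluorescence increase (Ex 488/Em 500-530) after overnight compound treatment at 37 deg C flags inhibition of Vif-driven A3F-eYFP loss in stable HeLa A3F-eYFP/Vif cells seeded overnight beforehand.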
mIDH1 inhibitor: human IDH1 R132H inhibition. O75874. IDH1-R132H enzyme, NADPH consumption, diaphorase/resazurin fluorescence. Potency, µM (titrated, usually from 76.6 µM), for inactives: top-dose activity change, negative = inhibition, usual class: inhibitors. 0.093% of 390,000 active. AID 602179; further: potency means the concentration at half of the fitted maximal effect; on the % scale 0 is the no-effect control and ±100 the full control effect; nearly all actives have a fitted effect of over 65% in size
Target sequence (O75874 whole entry R132H, stated change not applied): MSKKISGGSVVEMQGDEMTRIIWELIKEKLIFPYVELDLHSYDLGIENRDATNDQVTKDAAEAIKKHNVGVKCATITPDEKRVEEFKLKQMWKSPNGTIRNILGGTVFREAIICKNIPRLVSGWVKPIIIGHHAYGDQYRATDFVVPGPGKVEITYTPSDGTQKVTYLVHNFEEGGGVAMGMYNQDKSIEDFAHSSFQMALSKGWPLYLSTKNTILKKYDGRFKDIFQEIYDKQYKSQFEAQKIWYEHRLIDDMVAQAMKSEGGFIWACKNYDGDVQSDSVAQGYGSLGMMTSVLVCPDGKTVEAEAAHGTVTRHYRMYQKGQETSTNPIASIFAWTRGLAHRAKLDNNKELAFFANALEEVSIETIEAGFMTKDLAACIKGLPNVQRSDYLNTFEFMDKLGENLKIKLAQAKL
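IDH1-R132H (0.5 ug/mL) preincubated 30 min with compound, then NADPH (0.016 mM) and alpha-KG (2 mM) added; 80 min at RT, pH 7.5. Remaining NADPH coupled via diaphorase/resazurin to fluorescence (540/590 nm); concentration-response curves normalized to no-enzyme control.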
USP1 inh: inhibitors of human USP1/UAF1 deubiquitinase; 0.23% of 390,000 active; O94782; recombinant USP1/UAF1, Ub-Rhodamine cleavage fluorescence; Potency, µM (series often up to 57.1 µM), without a hit: at the highest dose activity change, negative = inhibition, hits mostly inhibitors; further: potency means the concentration at half of the fitted maximal effect; on the % scale 0 is the no-effect control and ±100 the full control effect; nearly all actives have a fitted effect of over 60% in size; inactives centre near -12
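Step one: compound is pinned into 1nM USP1/UAF1 in HEPES pH 7.8 buffer with TCEP. Step two: 15 min room-temperature incubation. Step three: Ub-Rho (150nM final) starts cleavage, tracked by fluorescence over six one-minute reads.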
TrxR1 substrate: substrates of rat thioredoxin reductase 1 | AID 588456 | O89049 | 0.01% of 390,000 active | purified TrxR1 substrate turnover, NADPH consumption readout | Potency, µM (series often up to 114 µM), for the others: at the highest dose activity change, negative = substrate turnover; further: potency means the concentration at half of the fitted maximal effect; on the % scale 0 is the no-effect control and ±100 the full control effect; nearly all actives have a fitted effect of over 50% in size
Target sequence (O89049 whole entry, looked up): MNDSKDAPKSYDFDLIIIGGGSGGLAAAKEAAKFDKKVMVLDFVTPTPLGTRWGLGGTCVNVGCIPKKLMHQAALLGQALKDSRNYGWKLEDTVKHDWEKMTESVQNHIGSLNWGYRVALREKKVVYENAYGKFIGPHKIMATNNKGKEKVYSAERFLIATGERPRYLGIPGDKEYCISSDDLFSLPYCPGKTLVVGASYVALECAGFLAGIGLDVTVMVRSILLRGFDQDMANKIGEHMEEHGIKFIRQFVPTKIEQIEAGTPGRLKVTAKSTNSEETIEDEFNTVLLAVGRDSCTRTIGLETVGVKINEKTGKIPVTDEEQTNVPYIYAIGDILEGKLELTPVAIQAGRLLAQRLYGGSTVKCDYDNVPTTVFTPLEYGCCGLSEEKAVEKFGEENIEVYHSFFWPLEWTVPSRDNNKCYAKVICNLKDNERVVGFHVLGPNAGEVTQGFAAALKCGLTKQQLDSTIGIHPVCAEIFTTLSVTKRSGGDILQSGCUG
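Rat TrxR1, dispensed at 90 nM, was prereduced with 400 uM NADPH (final) for 5 min at ~22 deg C, then incubated with compound 15 min before 400 uM selenite. A first-read NADPH fluorescence drop versus no-compound background flagged substrates.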
* hit, by the source's call; u = inconclusive; x = not tested or not shown; [ ] = remark or other dose. Unless noted, the call rests on the fitted dose curve; in most records, active means well fitted curve in the direction sought with a large enough effect; inconclusive means small, poorly fitted or top-dose-only effect, or another doubt; inactive means no such curve, though single readings can be large; an effect the other way counts as inactive or inconclusive.

The line under a structure holds: mIDH1 inhibitor	Vif-APOBEC3F blk	USP1 inh	PI4K2A inh	GRP78 ERSR act	LDHA block	RXFP1 agonist	Vif-A3G inh	TrxR1 substrate
CCOC(=O)C1CCN(C(=O)COc2ccc(S(=O)(=O)NC(C)C)cc2)CC1
  1%	0%	-18%	-1	-3%	-2	3.5%	0%	10%
Cc1ccc(NC2=NC(c3ccccc3)n3c(nc(C)cc3=O)N2)cc1 (configuration not stated)
  7%	x	u	3	-2%	-2	-0.6%	-1%	4%
CCCOc1ccc(CCC(=O)O)cc1
  5%	4%	-21%	6	2%	-1	0.7%	2%	-2%
COc1cccc(C(=O)NCc2cn3ccsc3n2)c1
  -1%	-14%	-20%	-2	2%	-3	-1.0%	-6%	6%[57.1 µM]
C[C@@H]1CN([C@H](C)CO)C(=O)CCCn2nncc2CO[C@@H]1CN(C)S(=O)(=O)c1ccc2c(c1)OCCCO2
  14%	0%	-20%	5	-7%	2	x	-7%	x
O=C(COC(=O)c1cccc(Br)c1)Nc1cccc(S(=O)(=O)N2CCCCC2)c1
  4%	2%	-29%	2	-6%	0	x	-1%	x
CC(=O)N(C)c1ccc(NC(=O)Nc2ccc(Cl)cc2)cc1
  -4%	-10%	-25%	0	0%	-6	x	-10%	-2%
COc1nc(/C=C/N(C)C)c([N+](=O)[O-])c(OC)n1
  0%	-4%	-18%	-2	-4%	1	-3.1%	0%	-12%
CC(NCC(=O)Nc1ccccc1C(=O)NC1CC1)c1ccc(Cl)cc1 (configuration not stated)
  -2%	-5%	-13%	-9	-2%	-1	x	-1%	x
COc1ccc2c(c1)c1c(c(=O)n(-c3ccccc3)c(=O)n1CC(=O)Nc1ccc(F)cc1)n2C
  -3%	-10%	-16%	4	-2%	-3	13%	-4%	15%
N#Cc1cccc(NC(=O)Cn2cnc(S(=O)(=O)N3CCc4ccccc43)c2)c1
  5%	5%	-23%	5	-2%	-3	5.0%	2%	-4%
Cc1ccc(-n2c3nc(=O)[nH]c(=O)c-3cc3c(C)nn(-c4ccccc4)c32)cc1Cl
  10%	-5%	-8%	1	-1%	6	3.0%	1%	190%[activator]
COC(=O)c1sc(C(C)(C)C)cc1CSc1ccccc1
  -3%	-13%	0%	-4	-2%	-2	-2.2%	1%	0%[57.1 µM]
OCC[C@@H]1C[C@H](O)[C@@H](O)[C@]2(Cc3ccccc3CCO2)O1
  1%	1%	-23%	-1	-4%	1	-1.6%	0%	4%
CSc1nc(C)nc(C2CC2)c1C#N
  8%	6%	-4%	0	-7%	-6	-1.6%	0%	8%[57.1 µM]
O=C(N/N=C/c1ccc(OCc2ccccc2)cc1)c1ccc(O)cc1
  1%	-5%	-19%	1	-3%	-3	-0.5%	-16%	6%[57.1 µM]
COc1ccc(-c2csc(NC(=O)c3ccccc3C(=O)O)n2)cc1
  5%	-9%	-19%	-2	-2%	1	16%	0%	6%
Cc1ccc(S(=O)(=O)/N=C2\C=C(NS(=O)(=O)c3ccc(C)cc3)C(=O)c3ccccc32)cc1
  25%	3%	20µM*	u	-1%	2	x	0%	x
CN(C)CCC(O)(c1ccccc1)c1ccccc1
  1%	0%	12%	2	-2%	8	2.5%	1%	-2%
CC(=O)Nc1nc(SCC(=O)Nc2nnc(C)s2)[nH]c(=O)c1NC(=O)c1cccs1
  -4%	3%	-10%	7	-3%	1	2.2%	1%	3%[57.1 µM]
CC1(C)CC(=O)C(CC2C(=O)CC(C)(C)CC2=O)C(=O)C1
  -3%	-23%	-16%	2	-4%	-6	0.2%	1%	9%[57.1 µM]
C=CC[N+](C)(C)c1ccc(CCC(=O)CCc2ccc([N+](C)(C)CC=C)cc2)cc1
  -6%	-1%	-26%	-1	1%	-5	-0.4%	1%	6%
NC(=O)C1CCN(c2oc(/C=C/c3ccccc3)nc2S(=O)(=O)c2ccccc2)CC1
  1%	14%	-9%	-4	-2%	-8	-1.1%	-18%	88%[activator]
O=C(Nc1ncc2c(n1)-c1ccccc1CC2)c1ccccc1
  1%	0%	-8%	5	1%	-5	-0.7%	1%	-11%
Cc1cccc(OCc2nc(C#N)c(NCCN(C)C)o2)c1
  0%	2%	-6%	-6	0%	1	1.6%	1%	1%
FC(F)(F)c1ccccc1Cc1c(-c2ccco2)nc2ccc(Br)cn12
  x	x	x	-16	-12%	-5	x	-23%	x
Cc1ccccc1OCc1nnc(SCC(=O)N2c3ccccc3Sc3ccc(Cl)cc32)o1
  4%	0%	-12%	9	-1%	-5	-0.7%	5%	10%[57.1 µM]
O=S(=O)(Nc1ccc(NS(=O)(=O)c2ccccc2)c2ccccc12)c1ccccc1
  13%	5%	-11%	5	0%	-1	x	0%	x
CCCCC(=O)Nc1cccn2ncnc12
  2%	9%	-24%	1	-2%	-7	0.9%	10%	6%[57.1 µM]
COc1ccc(S(=O)(=O)N2CCCCCC2)cc1NS(=O)(=O)c1cc(C(=O)O)cc(C)c1C
  1%	-6%	-3%	-2	0%	-18	2.2%	-5%	2%
COCCC(=O)N1CCC(Oc2ccc(C(=O)N3CCCC(COC)C3)cc2)CC1 (configuration not stated)
  4%	3%	-21%	0	0%	-4	4.6%	0%	1%
Cc1cccc(N2C(=O)CC(Sc3ncn[nH]3)C2=O)c1 (configuration not stated)
  -12%	13%	-15%	0	-5%	-1	-1.1%	2%	-4%
O=C(c1ccc2c(c1)OCO2)C1CCCN(Cc2ccc(OC(F)F)cc2)C1 (configuration not stated)
  2%	-2%	-8%	1	-3%	0	3.0%	7%	-6%
COC(=O)c1ccc(COc2ccc(C(=O)c3ccccc3)cc2)o1
  3%	-12%	-22%	0	-3%	0	0.3%	-1%	-16%
CCOc1ccccc1NC(=O)NC1CCN(CC(=O)Nc2ccc3c(c2)OCCO3)CC1
  -3%	-3%	0%	0	-2%	-4	-0.3%	2%	-2%[57.1 µM]
O=C(CSc1nc2c([nH]c3ccccc32)c(=O)n1-c1cccc(Cl)c1)N1CCCC1
  13%	-2%	-17%	1	-3%	-3	6.6%	-5%	6%[57.1 µM]
Cc1ccc(C(=O)N2CCN(S(=O)(=O)c3ccccc3)CC2)s1
  3%	2%	-10%	-5	-2%	-8	0.4%	-2%	-1%
Cc1ccc(C)c(N)c1
  12%	-4%	-9%	3	-5%	0	0.1%	2%	11%
Cc1ccc(S(=O)(=O)CCC(=O)OCC(=O)c2c(C)[nH]c3ccccc23)cc1
  7%	1%	-18%	0	-3%	-2	0.0%	-4%	-5%
CC(C)(C)OC(=O)N1CCCC(C(=O)Nc2cccc(C(=O)N3CCCC3)c2)C1 (configuration not stated)
  -2%	-2%	-24%	1	-4%	1	x	3%	1%
CC(=O)N1CCN(c2ccc(Oc3ncnc4sccc34)cc2)CC1
  5%	5%	-18%	0	-4%	-3	1.3%	0%	4%
Cn1c(=O)c2c(nc(CN3CCN(c4ccccc4)CC3)n2CCCc2ccccc2)n(C)c1=O
  5%	0%	-17%	-1	-2%	-1	x	-6%	-4%
Cc1ccccc1-c1noc(CSc2nc(-c3ccc(F)cc3)cc(=O)[nH]2)n1
  -22%	4%	u	2	-4%	-3	-4.6%	0%	4%[57.1 µM]
COC(=O)c1ccccc1NC(=O)COc1ccc(S(=O)(=O)NC(C)C)cc1
  6%	3%	-17%	3	1%	0	-0.6%	-3%	5%
COc1cccc(-n2cc(CNCc3c(C(=O)N(C)C)nc4ccc(Cl)cn34)cn2)c1
  -1%	5%	-11%	-5	0%	3	-1.1%	0%	-3%
CN(CC(=O)Nc1c(Cl)cccc1Cl)C(=O)CC1OC(=O)c2ccccc21 (configuration not stated)
  -1%	2%	-4%	9	-4%	-13	0.8%	-5%	2%
Cc1ccccc1NCC(=O)N/N=C/c1c[nH]c2ccccc12
  5%	-4%	-29%	-8	-5%	-11	2.0%	-21%	0%
NS(=O)(=O)c1ccc(CCNC(=O)COC(=O)C2CCC2)cc1
  0%	2%	-25%	-3	-2%	-1	-0.6%	-1%	1%
CCCCOc1ccc(/C=C(\C(=O)O)c2ccc(S(=O)(=O)N3CCCC3)s2)cc1
  -6%	12%	-24%	6	-2%	-4	x	11%	-6%
O=C(NCc1ccc2c(c1)OCO2)c1cc(F)c(F)cc1Cl
  5%	-6%	-27%	-2	2%	0	-0.6%	2%	-5%[57.1 µM]

The list is partial. The share of hits here may be higher or lower than overall.
